Lmaj promast = Leishmania major promastigote growth inhibition, primary screen; Leishmania major promastigotes, resazurin fluorescence viability; inhibition, % at 10 µM; 200,000 compounds, 9% hits; in the data active = inhibition above about 50%;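 note: promastigotes grown with compound for 44 hours at 28 °C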
PPARg SRC1 recr = PPARgamma agonists recruiting SRC-1 coactivator, primary screen, biochemical. Peroxisome proliferator-activated receptor gamma (Homo sapiens), P37231. PPARgamma-SRC-1 coactivator recruitment biochemical assay. activation, % at 8 µM. 200,000 compounds, 0.41% hits; in the data active = activation above about 19%;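 note: 0% = DMSO and 100% = reference agonist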
Target sequence (P37231 whole entry, looked up): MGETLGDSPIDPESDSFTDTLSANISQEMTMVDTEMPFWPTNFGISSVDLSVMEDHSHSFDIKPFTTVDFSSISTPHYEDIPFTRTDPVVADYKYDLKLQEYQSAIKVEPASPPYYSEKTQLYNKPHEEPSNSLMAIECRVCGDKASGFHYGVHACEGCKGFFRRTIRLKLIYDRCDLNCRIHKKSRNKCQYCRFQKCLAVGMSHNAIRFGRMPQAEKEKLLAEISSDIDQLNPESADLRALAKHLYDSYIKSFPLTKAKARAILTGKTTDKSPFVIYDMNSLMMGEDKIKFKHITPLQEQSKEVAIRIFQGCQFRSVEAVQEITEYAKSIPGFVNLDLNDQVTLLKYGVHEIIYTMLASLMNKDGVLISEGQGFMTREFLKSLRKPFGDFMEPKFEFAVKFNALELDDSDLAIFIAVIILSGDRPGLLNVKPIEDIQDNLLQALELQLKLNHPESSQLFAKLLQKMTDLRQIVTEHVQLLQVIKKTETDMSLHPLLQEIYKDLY
DTT redox prof = compounds producing H2O2 with reducing agent – biochemical, NIH compound library profiling, artefact control for MLSCN library redox annotation, primary screen. 200,000 compounds, 0.03% hits. DTT-dependent redox cycling H2O2, phenol red/HRP absorbance; 100% = 100 µM peroxide control, 0% = buffer. activation, % at 10 µM;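 active = activation of at least 50% relative to the plate's high and low controls in the primary single-dose screen; inactive = activation below 50%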;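 note: compound incubated with DTT at 0.8 mM final as the reducing agent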
bIAP act = bovine intestinal alkaline phosphatase activators, primary screen, biochemical, bovine IAP, CDP-star luminescence. alkaline phosphatase, intestinal [Bos taurus]. purified bovine IAP, 30 min; hits give high values; fold of DMSO-control signal, blank-subtracted. activation factor at 20 µM. 200,000 compounds, 0.17% hits;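 active = activation factor of 2 or more at 20 µM, a signal rise over negative controls twice the positive control's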
TR-FRET SRC-2 ct = TR-FRET signal artefacts, primary screen, artefact control for PPARgamma SRC-2 agonist project, biochemical | 200,000 compounds, 0.4% hits | TR-FRET ratio at 8 µM | AID 1049, 2008 | TR-FRET artefact counter-screen; hits give high values; in the data active = TR-FRET ratio above about 2000; note: inactives centre near 1500
PPARg SRC3 recr = PPARgamma agonists recruiting SRC-3 coactivator, primary screen, biochemical | 200,000 compounds, 0.26% hits | biochemical PPARgamma/SRC-3 coactivator recruitment assay | Peroxisome proliferator-activated receptor gamma (Homo sapiens), P37231 | activation, % at 8 µM; in the data active = activation above about 23%;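 note: 0% = DMSO and 100% = reference agonist; some compounds past the cut are filed as inactive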
PPARg SRC-2 ag = agonists of PPARg-SRC-2 recruitment, primary screen, biochemical, HTS; 200,000 compounds, 0.34% hits; Peroxisome proliferator-activated receptor gamma (Homo sapiens), P37231; PPARgamma LBD-SRC-2 recruitment; activation, % at 8 µM; AID 1032, 2008; in the data active = activation above about 22%;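 note: 0% = vehicle and 100% = reference agonist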
TLR4-MyD88 BLA = inhibitors of TLR4-MyD88 association in cells, primary screen, cell-based, HeLa CL3-4, BLA complementation, FRET ratio. 200,000 compounds, 0.18% hits. inhibition, % at 8.4 µM. Toll-like receptor 4 (Homo sapiens) + Myeloid differentiation primary response protein …. AID 861, 2007. HeLa CL3-4 TLR4/MyD88 BLA complementation; in the data active = inhibition above about 25%;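 note: 0% = vehicle and 100% = reference inhibitor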
bIAP inhibitor = bovine intestinal alkaline phosphatase inhibitors, primary screen, selectivity assay for TNAP inhibitor project, biochemical, bovine IAP, CDP-star luminescence; inhibition, % at 20 µM; alkaline phosphatase, intestinal [Bos taurus]; purified bovine IAP, 30 min; 190,000 tested, under 10 active;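 active = over 50% inhibition of intestinal alkaline phosphatase at 20 µM in the single-dose screen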
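Assay system – bovine IAP enzyme · Quantity – bovine IAP at 1/65,000,000 final dilution · Detection – CDP-star luminescence signal · Times – 30 min reaction at room temperature · Also added – CDP-star substrate at 30 µM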
S1P3 antagonist = S1P3 receptor antagonists, primary screen, cell-based; inhibition, % at 4.98 µM; 170,000 compounds, 0.27% hits; CHO S1P3 NFAT-BLA reporter, FRET fluorescence, antagonist mode; Sphingosine 1-phosphate receptor 3 (Homo sapiens), Q99500; AID 485, 2006;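 active = inhibition above the plate cutoff, the mean inhibition of test wells on that plate plus 3 SD, cut at about 28% in these data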;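 note: cells challenged with S1P at its EC80 of 0.8 µM; blue over green emission ratio from cleaved BLA substrate after 4 h stimulation; 0% = S1P-stimulated wells and 100% = unstimulated DMSO-only wells; some compounds past the cut are filed as inactive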
ROMK mod = ROMK potassium channel modulators, primary screen, cell-based, thallium flux, MLSMR library. 130,000 compounds, 2% hits. Tet-inducible ROMK, thallium flux fluorescence; actives lie on both sides. AID 1918, 2009. B-score at 10 µM. ATP-sensitive inward rectifier potassium channel 1 (Homo sapiens), P48048;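 active = signal ratio slope over the read window, or its plate-corrected B-score, at least 3 SD from the plate mean, either direction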;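 note: B-score of the F/F0 ratio slope over 7 to 12 s after thallium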
Target sequence (P48048 whole entry, looked up): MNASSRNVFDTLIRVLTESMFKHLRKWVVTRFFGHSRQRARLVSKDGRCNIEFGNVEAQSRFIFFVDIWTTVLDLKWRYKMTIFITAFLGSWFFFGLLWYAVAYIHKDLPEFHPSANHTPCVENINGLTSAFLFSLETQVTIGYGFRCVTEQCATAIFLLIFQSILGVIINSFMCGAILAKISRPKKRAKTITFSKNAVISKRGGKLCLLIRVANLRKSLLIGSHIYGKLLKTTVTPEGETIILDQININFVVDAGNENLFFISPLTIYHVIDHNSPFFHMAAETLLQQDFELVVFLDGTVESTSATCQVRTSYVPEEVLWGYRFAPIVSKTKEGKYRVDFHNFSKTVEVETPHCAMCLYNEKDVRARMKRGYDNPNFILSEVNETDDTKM
Starred values were filed as active, the others as inactive; · = not tested or not shown.

SMILES	Lmaj promast	PPARg SRC1 recr	DTT redox prof	bIAP act	TR-FRET SRC-2 ct	PPARg SRC3 recr	PPARg SRC-2 ag	TLR4-MyD88 BLA	bIAP inhibitor	S1P3 antagonist	ROMK mod
Cc1[nH]c(=O)[nH]c(=O)c1CSc1nnc(CCCCCNC(=O)OC(C)(C)C)o1	-5	-3	2.0	0.9	1522	-6	-5	-4	14	-73	·
Nn1c(-c2ccccc2)nc2ccccc2c1=O	-9	1	0.0	0.9	1567	-3	-1	-6	10	5	-0.09
O=C(C(NS(=O)(=O)c1cccs1)c1ccccc1)N1CCN(c2ccccc2F)CC1 (stereo not drawn)	7	9	0.2	0.7	1564	4	6	-7	27	·	1.9
Cc1cc(C(=O)N/N=C/c2ccc(-c3cccc(Cl)c3Cl)o2)n[nH]1	3	1	-0.1	1.1	1590	1	5	-4	-7	-1	0.1
COc1ccc(-n2c(Cc3cc(=O)[nH]c(=O)[nH]3)nnc2SCC(=O)Nc2ccccc2)cc1	-7	-2	-1.1	1.1	1716	1	-3	-6	-6	12	·
CCCn1nc(Oc2nc(NC(C)C)nc(N(C)C)n2)ccc1=O	7	-2	0.0	1.1	1539	0	0	10	-14	-16	-0.5
CC(C)OCCCN(CC(O)c1ccccc1)CC(O)c1ccccc1 (stereo not drawn)	-2	-3	0.4	0.9	1488	-2	2	4	6	3	·
Cn1c(N)c(C(=O)COC(=O)CNS(=O)(=O)c2cccc(Cl)c2)c(=O)n(C)c1=O	29	-4	0.5	1	1317	-2	-1	14	4	-9	0.33
Cc1cc(C(=O)COC(=O)C23CC4CC(CC(O)(C4)C2)C3)c(C)n1-c1c(C)n(C)n(-c2ccccc2)c1=O	-7	2	-1.9	1.1	1624	3	3	-6	-14	3	1.8
Cc1cc2n(n1)C(c1ccc3c(c1)OCO3)Nc1c(C)cccc1-2 (stereo not drawn)	99*	7	1.4	1	1563	-6	4	3	-2	-4	·
O=c1oc2ccccc2cc1-c1csc(NN=C2CCCC2)n1	42	2	-0.5	0.9	1631	7	1	10	6	-4	·
Cc1cc(C)c2cc(CN(CCN3CCCC3)C(=O)Nc3ccc(F)cc3)c(=O)[nH]c2c1	44	9	-0.7	1.2	1566	3	-5	1	-21	19	-0.053
CCCNC(=O)C1CCN(S(=O)(=O)c2cccc3nonc23)CC1	-6	10	-0.4	1.1	1559	-1	0	1	-11	-5	0.57
CCc1nc(SCC(=O)O)c(C#N)c2c1CCCC2	14	-7	-0.8	1.1	1423	0	-7	1	-9	-19	-0.21
CCOc1cc(C)c(S(=O)(=O)NC2CCCCC2)cc1C	38	0	2.5	1	1579	5	6	5	4	14	·
COCCN1Cc2cc3cc(C)ccc3nc2SC1=Nc1cccc(OC)c1	12	3	-0.5	1.1	1563	1	-3	-7	-12	6	-0.73
O=C(NCCc1c[nH]c2ccccc12)C(=O)NCC(c1ccco1)N1CCN(c2ccc(F)cc2)CC1 (stereo not drawn)	-3	-6	0.7	1	1513	1	-4	12	-1	0	0.017
COc1ccc2c(c1)CCc1c(C(=O)NCc3ccco3)noc1-2	-12	3	0.9	0.9	1663	-1	1	-3	12	-11	0.12
O=C(NN1C(=O)c2ccccc2NC1c1ccccc1OCc1ccccc1)c1ccncc1 (stereo not drawn)	-2	-4	0.2	0.9	1497	-6	-2	-11	9	·	0.78
Nc1nc(Sc2ccc(C(F)(F)F)cc2[N+](=O)[O-])n[nH]1	-4	-6	0.0	1.1	1573	7	17	-2	-6	·	0.68
O=C(O)c1cc2c(cc1Br)OCCCO2	-5	-3	0.1	1.4	1533	-7	2	-15	-41	-5	0.82
Cc1ccc(Nc2nc(N)nc(-c3oc4ccccc4c3C)n2)cc1	19	8	-1.0	1	1606	0	-4	5	0	11	2
CCCCC(=O)NC(=S)Nc1cccc(NC(=O)CC)c1	1	-3	-4.5	1	1508	-5	2	10	-2	·	·
O=C(Nc1ccccc1C(=O)N1CCOCC1)C1COc2ccccc2O1 (stereo not drawn)	-2	10	-1.8	1	1466	6	-8	-13	0	-42	·
COC(=O)C(C(=O)OC)C(C(=O)OC)C(C(=O)OC)C(=O)OC	-10	4	-0.2	0.9	1469	8	11	-2	8	·	·
SMILES	Lmaj promast	PPARg SRC1 recr	DTT redox prof	bIAP act	TR-FRET SRC-2 ct	PPARg SRC3 recr	PPARg SRC-2 ag	TLR4-MyD88 BLA	bIAP inhibitor	S1P3 antagonist	ROMK mod
COc1cc(CNc2cccc(C(=O)O)c2)cc(Br)c1OCC(=O)NC(C)(C)C	8	0	-0.2	0.9	1476	-5	-5	-9	7	6	-0.021
Cc1cc(NC(=O)CCC(=O)N(Cc2ccco2)C(C(=O)NC2CCCCC2)c2ccccc2)no1 (stereo not drawn)	7	7	-0.4	0.9	1657	-1	9	-6	7	·	-1.8
O=C(Nc1ccccc1Cl)c1ccc(S(=O)(=O)N2CCOCC2)cc1	10	0	-1.0	0.9	1657	9	6	9	6	-10	·
CC(=O)Nc1cccc(-c2csc(NCc3ccccc3)n2)c1	2	13	0.5	1	1639	6	3	-8	-2	-19	0.75
CSc1cccc(NC(=S)N(CCC(C)C)C2CCN(C(C)C)CC2)c1	41	-13	-0.5	1.2	1408	0	-4	-16	-17	-6	0.3
Cc1cc(N2CCN(C)CC2)nc2ccc(NC(=S)N3CCC4(CC3)OCCO4)cc12	5	-4	-2.1	1.1	1483	3	11	-7	-7	-2	0.74
Cc1ccc(-c2cc(-c3nnc(SCC(=O)NCC(C)C)n3N)c3ccccc3n2)cc1	25	-2	0.2	1	1538	2	-4	14	-1	·	-0.12
O=C(CCC(=O)OCC(=O)c1ccc(-c2ccccc2)cc1)Nc1cccc(Cl)c1	-12	14	0.1	0.6	1851	6	4	0	43	·	0.42
O=C(Cc1ccccc1)Nc1nnc(SCC(=O)NC2CCCC2)s1	-9	1	0.3	1.1	1663	1	-2	5	-12	-9	0.42
Cc1ccc(S(=O)(=O)N(C)C)cc1NC(=O)COC(=O)c1ccc(Cl)cc1	-6	-5	-0.1	1	1345	0	3	2	-2	-8	-0.72
Cc1ccc(CN2CCNC2=O)cc1	-3	1	0.6	0.9	1699	12	6	8	14	·	·
O=C(/C=C\c1ccco1)Nc1cc([N+](=O)[O-])ccc1F	-7	3	0.0	0.8	1559	-1	-6	-1	16	1	·
Cc1ccc(C(=O)N2CCCC(c3ccc(Cl)cc3)=N2)cc1	27	2	-0.6	1.1	1901	5	0	12	-9	-2	0.99
O=C(CSCc1c(Cl)cccc1Cl)Nc1ccc2c(c1)OCO2	1	6	1.2	1	1490	1	-3	-5	0	·	·
CCOc1ccc(S(=O)(=O)N2CCN(c3ccccc3)CC2)c2cccnc12	6	-7	-5.0	1	1368	-12	-3	-1	2	3	-0.87
CC(=O)Nc1cccc(N2CCCC2=O)c1	-5	0	-1.3	0.9	1673	-7	7	-14	13	-11	·
CC(C)(C)c1cc(NC(=O)c2cccnc2)no1	-6	-1	0.7	0.8	1675	-5	5	27*	16	13	-0.15
CNC(=O)/C(C#N)=C\c1cc(C)n(-c2ccc(N3CCOCC3)cc2)c1C	5	8	-0.4	0.9	1450	2	-7	3	8	-10	1.8
CCOc1ccc(NC(=O)COC(=O)Cn2cnnn2)cc1OCC	-5	-8	2.7	0.9	1259	2	2	-5	11	-9	·
CCOC(=O)c1ccc(NC(=O)Nc2cc(C)on2)cc1	-4	-2	-4.3	0.9	1442	1	-5	-3	10	-14	·
COc1cc(/C=C2\SC(=N)N(c3ccc4c(c3)OCO4)C2=O)cc(OC)c1O	8	4	-0.1	1.1	1766	2	5	5	-7	-8	-0.32
CCOC(=O)c1cccc(NC(=O)C2CCN(S(=O)(=O)c3cnc[nH]3)CC2)c1	-4	-3	-1.0	1.2	1499	-4	-5	4	-24	8	·
CC1(C)NC(=O)N(CC(O)COc2ccccc2C(=O)N2CCCCC2)C1=O (stereo not drawn)	-6	5	1.9	1	1576	9	-5	0	0	-7	-0.038
COc1ccc(-c2[nH]ncc2C=O)cc1	-6	5	-0.6	1	1436	0	5	-3	0	-15	-0.41

A draw from above in order of SMILES length, descending:
SMILES	Lmaj promast	PPARg SRC1 recr	DTT redox prof	bIAP act	TR-FRET SRC-2 ct	PPARg SRC3 recr	PPARg SRC-2 ag	TLR4-MyD88 BLA	bIAP inhibitor	S1P3 antagonist	ROMK mod
Cc1ccc(-c2cc(-c3nnc(SCC(=O)NCC(C)C)n3N)c3ccccc3n2)cc1	25	-2	0.2	1	1538	2	-4	14	-1	·	-0.12
Cc1cc(N2CCN(C)CC2)nc2ccc(NC(=S)N3CCC4(CC3)OCCO4)cc12	5	-4	-2.1	1.1	1483	3	11	-7	-7	-2	0.74
CNC(=O)/C(C#N)=C\c1cc(C)n(-c2ccc(N3CCOCC3)cc2)c1C	5	8	-0.4	0.9	1450	2	-7	3	8	-10	1.8
CCOc1ccc(S(=O)(=O)N2CCN(c3ccccc3)CC2)c2cccnc12	6	-7	-5.0	1	1368	-12	-3	-1	2	3	-0.87
O=C(/C=C\c1ccco1)Nc1cc([N+](=O)[O-])ccc1F	-7	3	0.0	0.8	1559	-1	-6	-1	16	1	·
O=C(Cc1ccccc1)Nc1nnc(SCC(=O)NC2CCCC2)s1	-9	1	0.3	1.1	1663	1	-2	5	-12	-9	0.42
CCOc1ccc(NC(=O)COC(=O)Cn2cnnn2)cc1OCC	-5	-8	2.7	0.9	1259	2	2	-5	11	-9	·
CCOC(=O)c1ccc(NC(=O)Nc2cc(C)on2)cc1	-4	-2	-4.3	0.9	1442	1	-5	-3	10	-14	·
COc1ccc(-c2[nH]ncc2C=O)cc1	-6	5	-0.6	1	1436	0	5	-3	0	-15	-0.41
Cc1ccc(CN2CCNC2=O)cc1	-3	1	0.6	0.9	1699	12	6	8	14	·	·

Assay outcomes: PubChem BioAssay, several laboratories
